Screens (PubChem BioAssay)
DENV2 CPE = inhibitors of DENV2 cytopathic effect, primary screen, cell-based, plate reader, single concentration; AID 651640, 2012; DENV2-infected cells, cytopathic effect rescue; 350,000 compounds, 1.7% hits; CPE inhibition, % at 9.99 µM; in the data active = CPE inhibition above about 20%, passing the limit was not always enough; tested in BHK-21 cells;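 also: 0% = median of neutral control wells and 100% = median of positive control wells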
E-sel inducer = E-selectin induction in HUVECs, primary screen, imaging, HUVEC, immunofluorescence imaging, single point; activation, % at 7.58 µM; 260,000 compounds, 0.37% hits; P16581; normalized: neutral wells 0, TNF-alpha wells 100; AID 686992, 2013;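 active = mean E-selectin-positive cell signal at least 10% of the positive control, reached in at least 60% of replicates, without over 20% cell loss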;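 also: in these data hits start at about 27%; measured in HUVEC primary endothelial cells; signal is the percent of cells scored E-selectin positive by PE staining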
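Test system: HUVEC | Signal: Immunofluorescence imaging | Read-out: Percent E-selectin-positive cells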
ERp5 inh = inhibitors of ERp5-driven insulin aggregation, primary screen, biochemical, turbidity, absorbance 650 nm, single point. inhibition, % at 9.99 µM. 350,000 compounds, 0.05% hits. Protein disulfide-isomerase A6 (Homo sapiens), Q15084. 90 min;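 active = mean replicate inhibition above about 25%, with every replicate also reaching it, limit read from the data, passing the limit was not always enough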
Target sequence (Q15084 whole entry, looked up): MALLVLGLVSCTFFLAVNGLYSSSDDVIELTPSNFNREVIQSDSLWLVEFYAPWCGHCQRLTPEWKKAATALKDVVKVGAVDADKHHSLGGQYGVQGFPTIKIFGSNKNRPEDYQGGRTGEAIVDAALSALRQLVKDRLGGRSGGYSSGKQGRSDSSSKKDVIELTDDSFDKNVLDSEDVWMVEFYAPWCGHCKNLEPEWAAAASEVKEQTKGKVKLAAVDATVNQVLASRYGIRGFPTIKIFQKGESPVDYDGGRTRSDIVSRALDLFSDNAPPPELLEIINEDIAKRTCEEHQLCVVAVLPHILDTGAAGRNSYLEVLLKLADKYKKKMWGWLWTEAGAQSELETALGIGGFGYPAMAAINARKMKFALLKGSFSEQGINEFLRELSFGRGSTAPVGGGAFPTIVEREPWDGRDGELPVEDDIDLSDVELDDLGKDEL
SIRT5 inh = SIRT5 desuccinylase inhibitors, primary screen, biochemical, fluorescence imaging, single point, set 5; NAD-dependent protein deacylase sirtuin-5, mitochondrial (Homo sapiens), Q9NXA8; Purified SirT5, succinyl-peptide AMC, trypsin-coupled fluorescence; inhibition, % at 15 µM; 330,000 compounds, 1.1% hits; in the data active = inhibition above about 15%
Target sequence (Q9NXA8 whole entry, looked up): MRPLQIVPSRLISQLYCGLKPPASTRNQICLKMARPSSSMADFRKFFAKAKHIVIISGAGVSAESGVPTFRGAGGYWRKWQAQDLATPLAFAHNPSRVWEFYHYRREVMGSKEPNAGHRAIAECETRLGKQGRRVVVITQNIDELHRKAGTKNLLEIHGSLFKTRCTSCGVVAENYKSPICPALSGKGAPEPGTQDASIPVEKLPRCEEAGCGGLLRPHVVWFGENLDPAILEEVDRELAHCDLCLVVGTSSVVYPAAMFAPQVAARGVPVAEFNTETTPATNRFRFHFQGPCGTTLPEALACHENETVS
S100A4 inh HTS = inhibitors of S100A4-myosin IIA peptide binding, primary screen, biochemical, fluorescence polarization, TAMRA-MyoIIA peptide | inhibition, % at 10.7 µM | 360,000 compounds, 0.14% hits | Protein S100-A4 (Homo sapiens), P26447;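 active = mean inhibition of at least 70% across replicates, with every replicate also reaching that level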
Target sequence (P26447 whole entry, looked up): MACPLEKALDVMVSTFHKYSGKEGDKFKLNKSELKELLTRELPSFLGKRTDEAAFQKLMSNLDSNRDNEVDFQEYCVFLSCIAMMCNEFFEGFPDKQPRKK
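Test system: S100A4 monomer protein; Medium: HEPES pH 7.2 with CaCl2, KCl, NaCl, DTT, Triton; Probe or stimulus: TAMRA-labelled myosin IIA heavy-chain peptide probe, 5 nM; Doses: one dose per compound; Times: polarization read 5 min after assay mix addition, stable 5–60 min; Benchmarks: neutral control DMSO, positive control TFP.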
Statin myotox sup = suppressors of statin myotoxicity in C2C12 myotubes, primary screen, cell-based, single point, plate reader; C2C12 myotubes + simvastatin, ATP luminescence, 48 h; scaled: DMSO 0, geranylgeraniol control 100; rescue of ATP level, % at 7.49 µM; 330,000 compounds, 0.78% hits;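 active = mean ATP rescue above about 67%, or every replicate alone reaching that limit, limit read from the data, passing the limit was not always enough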;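 also: myotubes were challenged with 10 µM simvastatin during compound exposure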
PglD DTNB = C. jejuni PglD acetyltransferase inhibitors, primary screen, biochemical, DTNB colorimetric, single point; UDP-N-acetylbacillosamine N-acetyltransferase PglD (Campylobacter jejuni); purified PglD enzyme, DTNB colorimetric CoA detection; inhibition, % at 12.5 µM; 360,000 compounds, 0.098% hits; AID 602405, 2012; in the data active = inhibition above about 16%, passing the limit was not always enough; also: strong numbers were not always called active
An asterisk follows results filed as active; nt = not tested or not shown; & = joins results of further samples. The list is partial; rates above refer to the full screens.

SMILES,DENV2 CPE,E-sel inducer,ERp5 inh,SIRT5 inh,S100A4 inh HTS,Statin myotox sup,PglD DTNB
CCOC(=O)N1CCN(c2nc(N(c3ccccc3)c3ccccc3)nc(-n3ccnc3)n2)CC1,-8,nt,-3,1,-5,nt,nt
COc1ccc(NC(=O)CCS(=O)(=O)c2cc3c(cc2Cl)NC(=O)CO3)cc1OC,-2,-0.1,-1,-1,-2,16,-1
O=C(C[C@H]1C[C@@H]2c3cc(NS(=O)(=O)c4ccccc4)ccc3O[C@@H]2[C@@H](CO)O1)NC1CCCC1,-9,-0.8,-4,0,-2,8,6
CC(C)C#Cc1cnc2c(c1)C(=O)N([C@H](C)CO)C[C@H](C)[C@@H](CN(C)Cc1ccccc1)O2,4,-1.8,-6,-2,2,18,0
C[C@@H]1CN([C@@H](C)CO)C(=O)c2cccc(NC(=O)CCCCCC(=O)Nc3ccccc3N)c2O[C@@H]1CN(C)C(=O)NC1CCCCC1,-2,0.0,-6,6,4,nt,nt
COc1cc(C(=S)N2CCOCC2)cc(OC)c1OC(=O)c1ccccc1Cl,-13,0.8,-1,-3,-1,-6,5
CCN(Cc1ccccc1)S(=O)(=O)CCNC(=O)c1ccccc1,-8,0.6,0,-2,-1,10,0
Cc1ccc(S(=O)(=O)N2CC(=O)Nc3ccccc32)c(C)c1NS(C)(=O)=O,6,0.2,0,-3,-1,18,5

Exported field by field: entries from further up.
COc1ccc(NC(=O)CCS(=O)(=O)c2cc3c(cc2Cl)NC(=O)CO3)cc1OC
  DENV2 CPE: -2
  E-sel inducer: -0.1
  ERp5 inh: -1
  SIRT5 inh: -1
  S100A4 inh HTS: -2
  Statin myotox sup: 16
  PglD DTNB: -1

O=C(C[C@H]1C[C@@H]2c3cc(NS(=O)(=O)c4ccccc4)ccc3O[C@@H]2[C@@H](CO)O1)NC1CCCC1
  DENV2 CPE: -9
  E-sel inducer: -0.8
  ERp5 inh: -4
  SIRT5 inh: 0
  S100A4 inh HTS: -2
  Statin myotox sup: 8
  PglD DTNB: 6

CC(C)C#Cc1cnc2c(c1)C(=O)N([C@H](C)CO)C[C@H](C)[C@@H](CN(C)Cc1ccccc1)O2
  DENV2 CPE: 4
  E-sel inducer: -1.8
  ERp5 inh: -6
  SIRT5 inh: -2
  S100A4 inh HTS: 2
  Statin myotox sup: 18
  PglD DTNB: 0

C[C@@H]1CN([C@@H](C)CO)C(=O)c2cccc(NC(=O)CCCCCC(=O)Nc3ccccc3N)c2O[C@@H]1CN(C)C(=O)NC1CCCCC1
  DENV2 CPE: -2
  E-sel inducer: 0.0
  ERp5 inh: -6
  SIRT5 inh: 6
  S100A4 inh HTS: 4
  Statin myotox sup: nt
  PglD DTNB: nt

Later entries.
SMILES,DENV2 CPE,E-sel inducer,ERp5 inh,SIRT5 inh,S100A4 inh HTS,Statin myotox sup,PglD DTNB
C=CC(C)Sc1nc2c(c(=O)n(C)c(=O)n2C)n1Cc1ccccc1Cl (centres undefined),0,0.3,2,0,0,27,4
O=C(NCCN1C(=O)S/C(=C\c2ccccc2F)C1=O)C1CCN(S(=O)(=O)c2cccs2)CC1,15,-1.1,5,5,11,5,1
CS(=O)(=O)NC1CCN(Cc2ccccc2)CC1,10,nt,1,1,0,-4,3
CNC(=O)CSc1nnc(-c2cccnc2)n1-c1ccc(C)cc1,6,nt,0,-2,2,nt,nt
Cc1cccc(C2c3[nH]c4ccccc4c3CCN2Cc2cccn2-c2ncccn2)c1 (centres undefined),-5,1.9,0,-5,-5,nt,nt
COc1ccc(NC(=O)C2CCCN2C(=O)OCc2ccccc2)cc1 (centres undefined),-4,-1.1,6,-3,2,-3,3
CCC(=O)N(C)C[C@H]1Oc2cc(-c3cncnc3)ccc2S(=O)(=O)N([C@@H](C)CO)C[C@@H]1C,1,0.7,4,-4,-38,0,-1
CC(C)NC(=O)Nc1ccc2c(c1)C(=O)N([C@@H](C)CO)C[C@@H](C)[C@H](CN(C)C(=O)Cc1ccccc1)OCCCC[C@@H](C)O2,0,0.1,5,3,1,nt,-51
CCOc1ccc(S(=O)(=O)N2CCC(C(=O)NCc3ccccn3)CC2)cc1C,0,0.0,0,1,-8,2,-1
COc1cc2ccccc2cc1C(=O)N(CCN(C)C)c1nc2ccc(Br)cc2s1,12,-0.1,0,0,-3,0,-2
C[C@@H]1CN([C@@H](C)CO)C(=O)c2cc(Br)cnc2O[C@@H]1CN(C)C(=O)C1CCOCC1,-4,0.5,-1,-4,-22,4,-1
COc1ccccc1CN1CCN(S(=O)(=O)c2ccc(C)cc2)CC1,11,-0.3,0,-3,10,nt,nt
Cc1ccc(C(=O)NCC(=O)Nc2ccc(C)c(S(=O)(=O)Nc3ccc(Cl)cc3)c2)s1,-1,nt,2,1,0,nt,nt
Nc1nonc1C(=O)NCCNC(=O)c1ccc(Cl)cc1,-9,0.3,0,-3,-5,-2,-1
C[C@@H]1CN([C@H](C)CO)C(=O)c2cc(C#CC3CC3)cnc2O[C@H]1CN(C)C(=O)Cc1ccccn1,-6,1.0,-1,-4,5,-3,3
COc1cccc(C(=O)Nc2ccc3c(c2)OC[C@H](C)N(CC2CC2)C[C@@H](C)[C@H](OC)CN(C)C3=O)c1,3,-0.3,4,-1,-2,12,-2
O=C(C[C@H]1CC[C@H]2[C@@H](COC[C@H](O)CN2C(=O)Nc2ccc(Cl)cc2)O1)NCCc1ccncc1,-4,0.0,0,-5,0,4,5
Cc1ccc2[nH]c(C)c(CCN(Cc3cccnc3)C(=S)NC(C)(C)C)c2c1,8,0.2,2,-4,-6,2,-6
C[C@@H]1CN([C@@H](C)CO)S(=O)(=O)c2ccc(C3=CCCC3)cc2O[C@H]1CN(C)C(=O)c1ccccn1,-9,-0.1,-7,-1,-4,-13,-2
COc1ccc(S(=O)(=O)N(C)C[C@H]2Oc3ccc(NC(=O)Cc4cn(C)c5ccccc45)cc3C(=O)N([C@@H](C)CO)C[C@@H]2C)cc1,0&13,0.2&0.0,4&1,3&11,-70&-3,10&7,0&1
CC(C)NC(=O)N(C)C[C@@H]1OCc2ccccc2-c2ccccc2C(=O)N([C@@H](C)CO)C[C@H]1C,-7,-0.2,3,-4,-3,nt,3
CN(C(=O)CSc1nnc(-c2cccs2)o1)C1CCS(=O)(=O)C1 (centres undefined),2,nt,-5,-5,4,5,1
COc1ccc(/C=C/C(=O)Nc2cccc(S(=O)(=O)N3CCCC3)c2)cc1OC,2,-0.4,2,0,-1,-5,2
O=C(CN1CCOCC1)Nc1ccc([N+](=O)[O-])cc1,-5,0.1,2,0,-4,4,3
Cc1ccc2nc(-c3cccnc3)c(NC3CCCCC3)n2c1,1,nt,1,-7,33,nt,nt
CCc1c(C(=O)NNC(=S)NCC(C)C)csc1C,-5,nt,4,4,8,-2,0
Brc1ccc(CN2CCN(c3ccccc3)CC2)o1,8,nt,3,-4,7,1,4
CCCCNC(=O)C[C@@H]1C[C@@]2(C(=O)OC)CC(C)(C)CC=C2N(Cc2cccc3ccccc23)C1=O,-11,-0.3,8,1,0,nt,nt
C[C@H]1CN([C@@H](C)CO)C(=O)c2c(c3ccccc3n2C)-c2ccccc2CO[C@@H]1CN(C)S(=O)(=O)c1ccc(F)cc1,-5,-0.3,-1,9,0,nt,2
O=C(Nc1nccs1)c1ccc(Br)cc1,1,0.4,-10,5,-1,-5,4
C[C@H](CO)N1C[C@H](C)[C@@H](CN(C)Cc2ccc(C(=O)Nc3ccccc3N)cc2)Oc2ccc(NS(=O)(=O)c3cn(C)cn3)cc2CC1=O,11,-0.1,-3,nt,7,nt,nt
CN(Cc1ccccc1)C(=S)NC(=O)c1cccs1,-1,-0.5,5,-2,-3,-2,1
CCCC(C(=O)NC(C)(C)C)N(Cc1ccccc1Cl)C(=O)c1snc(C(N)=O)c1N (centres undefined),-4,nt,4,2,-1,9,0
COCc1cc(N2CCNC[C@H]2C)ccc1N1CCN(Cc2ccccc2)[C@@H](C)C1,15,-0.1,3,1,-1,nt,nt
CN(C)c1c(N)c(=O)oc2ccccc12,-2,nt,2,nt,-1,nt,nt
COc1cccc(C#Cc2ccc([C@H]3[C@H]4CN(C(=O)Cc5cccnc5)CC(=O)N4[C@H]3CO)cc2)c1,-10,-0.2,1,1,-6,nt,nt
CC(C)(C)c1ccc(C(=O)NCC(=O)OCC(=O)Nc2nc(-c3ccc(F)cc3)cs2)cc1,17,-1.8,0,nt,-1,nt,nt
Cc1ccc(C(=O)O)c(NC=O)c1OCc1ccccc1,10,-0.1,1,nt,-4,5,5
CCNC(=O)C[C@H]1CC[C@@H]2[C@H](COc3ccc(NC(=O)Nc4cccc(OC)c4)cc3C(=O)N2C)O1,-3,0.0,nt,nt,nt,12,-2
O=C(N[C@H]1CC[C@H](CCNC(=O)c2ccccc2F)O[C@H]1CO)c1cnccn1,1,-0.1,19,4,-6,6,1
Cc1nc(N/N=C/c2ccc(O)cc2O)cc(N2CCOCC2)n1,-3,-1.3,1,9,0,-15,1
CCOC(=O)N1CCN(C(=O)c2cc(S(=O)(=O)N3CCc4ccccc43)ccc2OC)CC1,16,-1.2,2,3,-7,nt,nt
Cc1cc(NC(=O)CN(C)CC(=O)Nc2ccc(F)c(F)c2F)no1,-4,-1.5,0,5,-12,-3,-2
C[C@H](CO)N1C[C@H](C)[C@@H](CN(C)Cc2ccc(-c3ccccc3)cc2)Oc2ccc(NC(=O)Nc3ccc(C(F)(F)F)cc3)cc2CC1=O,-22,-0.3,-3,2,-18,10,2
O=C(COc1ccc([N+](=O)[O-])cc1)NNC(=O)Nc1ccccc1F,-6,nt,-2,1,28,4,-4
Cc1ccc(/C=C/C(=O)NCc2cccs2)c(C)c1,1,0.7,-2,1,0,nt,nt
Cc1ccc(NC(=O)c2cccs2)cc1NC(=O)c1ccc(F)cc1,-2,-0.2,3,0,2,-3,-1
C[C@@H]1CCCCO[C@H](CN(C)S(=O)(=O)c2ccccc2)[C@@H](C)CN([C@@H](C)CO)C(=O)c2cc(NS(=O)(=O)c3cn(C)cn3)ccc2O1,-1,nt,-1,-1,4,nt,0
CN(NS(=O)(=O)c1cccs1)c1ncc(C(F)(F)F)cc1Cl,-4,26,-11,-1,0,-19,0
COc1ccccc1-c1cc(C(=O)N2CCN(c3ccccc3)CC2)no1,1,nt,2,-2,9,7,1
CC1CC(C(F)(F)F)n2nc(C(=O)O)cc2N1 (centres undefined),nt,nt,1,2,4,0,-3
Clc1ccc2c(c1)C(N1CCNCC1)=Nc1ccccc1O2,-3,1.4,-2,-7,-6,-1,4
NS(=O)(=O)c1cccc(NC(=O)CSc2nc3ccccc3n2-c2ccccc2)c1,-1,nt,-4,2,1,nt,nt
COC(=O)c1ccc(N/C(=N/S(=O)(=O)c2ccccc2)c2ccccc2)cc1,16,-1.4,3,-6,5,nt,nt
O=c1c(Cc2ccc(Cl)cc2)c(O)ccn1Cc1ccncc1,1,-0.6,-1,-2,-22,nt,nt
O=C(O)C[C@@H]1C[C@H]2c3cc(NC(=O)Nc4ccccc4F)ccc3O[C@H]2[C@H](CO)O1,0,1.7,1,3,9,-7,-4

Next records
SMILES,DENV2 CPE,E-sel inducer,ERp5 inh,SIRT5 inh,S100A4 inh HTS,Statin myotox sup,PglD DTNB
COc1cccc(C(=O)/C=C/Nc2cccc(O)c2)c1,4,nt,-6,0,4,13,8
CCCC(C(=O)Nc1cc(S(=O)(=O)N2CCOCC2)ccc1OC)c1ccccc1 (centres undefined),-2,0.1,0,0,-5,nt,-1
CN(C)C(=O)c1ccc(NC(=O)c2ccc(-c3ccc(Cl)cc3)o2)cc1,-1,0.1,-4,14,-16,-17,-1
C[C@@H]1CN([C@@H](C)CO)C(=O)c2cc(NS(=O)(=O)c3cn(C)cn3)ccc2O[C@@H](C)CCCCO[C@H]1CN(C)C(=O)c1ccccc1,5,-0.2,-4,-3,10,nt,0
CN(C)CCNC(=O)C(=O)NCC1CCCN1S(=O)(=O)c1cccs1 (centres undefined),-3,2.3,-6,1,-3,0,-3
